Assay outcomes: PubChem BioAssay, National Center for Advancing Translational Sciences (NCATS)
D1 ag = Allosteric Agonists of the Human D1 Dopamine Receptor: qHTS | HEK293 T-REx D1 cells, calcium flux, agonist mode | activation, % at 2 µM | 1% of 360,000 active; in the data active = activation above about 30%; note: 0% is about no effect
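Inducible HEK293 T-REx D1 cells, force-coupled to calcium signalling, were plated at 4000 cells/well with tetracycline and held overnight at 30 C. After no-wash calcium dye loading, compound-evoked calcium rise over 180 s flagged agonists.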
D2 potentiator = HTS Assay for Positive Allosteric Modulators of the Human D2 Dopamine Receptor: Primary Screen for Potentiators; HEK293 T-REx D2, calcium flux, EC20 dopamine potentiation; AID 485347, 2010; 0.34% of 340,000 active; potentiation, % at 10 µM; D(2) dopamine receptor (Homo sapiens), P14416;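 active = potentiation over 3 SD above the plate norm, cut at about 30% in these data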; note: 0% is about no effect
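Tetracycline-induced HEK293 T-REx cells force-coupled to calcium signalling expressed D2; compounds were pin-added after a 10 s baseline, read kinetically 180 s, then an EC20 dopamine challenge followed with a further 180 s calcium read.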
D1 PAM = Potentiators of Human D1 Dopamine Receptor: qHTS | HEK293 TREx D1 cells, calcium flux, dopamine EC20 potentiation | D(1A) dopamine receptor (Homo sapiens), P21728 | potentiation, % at 10 µM | 0.036% of 360,000 active; in the data active = potentiation above about 30%; note: 0% is about no effect
RXFP1 antag = qHTS Assay for Antagonists of the Relaxin Receptor RXFP1; 0.59% of 350,000 active; HEK293-RXFP1, relaxin-stimulated cAMP HTRF, 30 min; hits give low values; activity change, negative = inhibition, % at 57.5 µM;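 active = activity change of -60% or lower, but not beyond a set lower limit; inconclusive = change between -60% and -40%, or beyond the set limit; inactive = change above -40%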; note: % is set by controls: 0 for no effect and ±100 for the full control effect
Target sequence (Q9HBX9 whole entry, looked up): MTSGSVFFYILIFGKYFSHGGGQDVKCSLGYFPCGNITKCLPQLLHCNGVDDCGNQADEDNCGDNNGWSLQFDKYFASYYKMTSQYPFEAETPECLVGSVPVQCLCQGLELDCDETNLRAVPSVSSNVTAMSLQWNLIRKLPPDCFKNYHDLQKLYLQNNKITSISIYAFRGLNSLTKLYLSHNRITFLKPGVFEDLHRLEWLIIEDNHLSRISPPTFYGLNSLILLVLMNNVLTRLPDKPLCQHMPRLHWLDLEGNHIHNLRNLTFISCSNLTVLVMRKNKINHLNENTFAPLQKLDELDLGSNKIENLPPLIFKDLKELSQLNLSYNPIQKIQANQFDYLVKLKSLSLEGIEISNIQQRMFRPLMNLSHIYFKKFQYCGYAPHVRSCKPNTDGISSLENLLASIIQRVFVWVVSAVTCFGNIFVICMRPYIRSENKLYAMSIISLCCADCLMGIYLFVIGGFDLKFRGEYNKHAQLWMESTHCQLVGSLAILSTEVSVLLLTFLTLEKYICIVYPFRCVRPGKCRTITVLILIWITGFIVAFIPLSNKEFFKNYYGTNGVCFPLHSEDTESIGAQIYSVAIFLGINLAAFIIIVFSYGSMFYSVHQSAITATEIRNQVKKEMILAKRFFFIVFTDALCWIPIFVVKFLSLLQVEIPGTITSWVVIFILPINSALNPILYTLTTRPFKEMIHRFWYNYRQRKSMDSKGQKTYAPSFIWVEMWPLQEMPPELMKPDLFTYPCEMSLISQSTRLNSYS
RXFP1 agonist = qHTS Assay for Agonists of the Relaxin Receptor RXFP1. AID 2676, 2010. HEK293T-RXFP1 cAMP TR-FRET, 30 min; response scale: percent of porcine relaxin response, buffer zero. Potency, µM (titrated, usually from 57.5 µM), for the others: at the highest dose activation, hits mostly activators. 0.3% of 370,000 active; active = well fitted activation curve with a large enough effect; inconclusive = small, poorly fitted or top-dose-only effect; note: potency is the fitted concentration of half-maximal effect; % is set by controls: 0 for no effect and ±100 for the full control effect; nearly all actives have a fitted effect of over 60% in size; many of its hits are not listed in these tables
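HEK293 cells stably expressing RXFP1, treated 30 min at 37C with compounds plus PDE4 inhibitor Ro 20174; cAMP measured by HTRF TR-FRET. Normalized to buffer and 29 nM porcine relaxin; EC50 by Hill fit.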
D2 antag = HTS Assay for Allosteric Antagonists of the Human D2 Dopamine Receptor: Primary Screen for Antagonists | D(2) dopamine receptor (Homo sapiens), P14416 | HEK293 TREx D2 cells, calcium flux, dopamine EC80 | inhibition, % at 10 µM | 2% of 340,000 active; in the data active = inhibition above about 30%; note: 0% is about no effect
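Overnight-induced (tetracycline, 30 C) HEK293 T-REx cells carrying force-coupled D2 receive a no-wash calcium dye, then compound, then EC80 dopamine at 180 s; signals are read kinetically throughout.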
D2 agonist = HTS Assay for Allosteric Agonists of the Human D2 Dopamine Receptor: Primary Screen for Agonists. activation, % at 2 µM. HEK293 T-REx D2 cells, calcium flux agonist mode. 0.53% of 340,000 active. D(2) dopamine receptor (Homo sapiens), P14416;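 active = activation over 3 SD above normal in the single-dose calcium agonist read, cut at about 30% in these data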; note: 0% is about no effect
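In this primary screen, compounds producing a positive calcium signal within 180 s of addition to tetracycline-induced, force-coupled HEK293 Trex D2 cells are flagged; cells are dye-loaded with a no-wash calcium kit beforehand.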
TRHR enhancer = qHTS for Small Molecule Agonists and Allosteric Enhancers of Human TRH Receptor: Primary Screen for Enhancers; TRHR cells, fluo-8 calcium fluorescence, EC20 TRH enhancement; enhancement, % at 2 µM; Thyrotropin-releasing hormone receptor (Homo sapiens), P34981; 0.66% of 360,000 active; in the data active = enhancement above about 30%; note: 0% is about no effect
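Enhancer read-out: after compound pinning and an initial kinetic agonist-mode read, an EC20 of TRH (10 nM final) was injected and fluo-8 calcium signal (Ex 480/Em 530) followed at 1 s/cycle for 100 cycles in TRHR-expressing cells.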
D1 antagonist = Antagonist of Human D 1 Dopamine Receptor: qHTS; activity change, negative = inhibition, % at 10 µM; HEK293 TREx D1 cells, calcium flux, dopamine EC80; hits give low values; 3.2% of 360,000 active; D(1A) dopamine receptor (Homo sapiens), P21728; in the data active = activity change below about -30%; note: % is set by controls: 0 for no effect and ±100 for the full control effect
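Compound effects on dopamine-evoked calcium signalling were measured in tetracycline-induced HEK293 Trex D1 cells. Dopamine at EC80 followed a 180 s compound pre-read, and fluorescence was tracked kinetically for 180 s more.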
Active calls of the source: *; ? = inconclusive; nt = not tested or not shown. These rows are one share of the data; count on the stated rates, not on these rows.

SMILES | D1 ag | D2 potentiator | D1 PAM | RXFP1 antag | RXFP1 agonist | D2 antag | D2 agonist | TRHR enhancer | D1 antagonist
O=C(Nc1noc2ccccc12)c1c(F)cccc1F | 1.9 | 4.6 | 1.3 | -1.5 | 0.1% | nt | -1.0 | -1.6 | -8.2
CN(C)c1ccc(NC(=O)c2sc(SCC(=O)Nc3nccs3)nc2N)cc1 | -0.2 | 0.2 | -5.0 | -7.8 | -1.5% | 6.0 | -0.9 | -8.6 | -24.9
O=C(NCCCN1CCOCC1)c1ccc2c(c1)N(Cc1ccc(Cl)cc1)C(=O)c1ccccc1S2=O (stereo not drawn) | 16.3 | nt | 3.2 | -8.2 | 0.2% | nt | nt | -0.4 | 3.1
Cc1cccc(C(=O)n2c(=S)nc3cc(C)ccn32)c1 | 14.6 | 7.1 | -0.2 | -17.7 | 1.6% | -1.3 | 0.3 | -5.5 | -2.4
O=C(O)c1cc(N/N=C/c2ccc(N3CCOCC3)s2)ccc1Cl | 3.9 | 19.5 | -1.4 | -9.1 | 0.0% | -17.0 | -0.4 | 0.4 | 3.2
CCN=C1SC(C(=O)Nc2cccc(OCC)c2)CC(=O)N1CC (stereo not drawn) | 2.1 | -10.3 | -5.9 | 17.0 | 0.5% | 1.4 | 0.3 | -1.2 | -4.9
COc1ccc(C(=O)Nc2sc3c(c2C#N)CCN(C(C)=O)C3)cc1 | 1.0 | 0.9 | 2.3 | -2.8 | 5.9% | 8.6 | 0.7 | -1.8 | 0.9
N#Cc1ccc(N2C(=O)[C@@H]3C(C(=O)c4cnccn4)=NN[C@@H]3C2=O)cc1 | 3.6 | -9.6 | -7.8 | -8.0 | 0.1% | -3.9 | -1.9 | 3.7 | -4.2
CCCCCCCNC(=O)C1(CC2CC(c3ccc(Cl)cc3)=NO2)CCN(C(=O)c2ccccc2)CC1 (stereo not drawn) | 2.6 | -7.4 | -2.0 | nt | 0.7% | 3.6 | 0.1 | -6.8 | 3.7
O=C(c1cc(-c2ccc(Cl)cc2Cl)on1)N1CCCCCC1 | 0.3 | nt | -6.3 | -10.2 | 11.2% | 13.3 | 2.9 | -2.9 | -2.9
COc1ccccc1NC(=O)CCNS(=O)(=O)c1ccc2[nH]c(=O)oc2c1 | 2.9 | -3.5 | 0.7 | 4.7 | 3.6% | -9.3 | -3.0 | 0.8 | -4.4
S=c1[nH]nc(Nc2cccc3ccccc23)s1 | 1.7 | 7.1 | 3.1 | -25.0 | 6.8% | -3.9 | 0.2 | -2.1 | -32.6*
COCCNC(=O)c1ccc2c(c1)N(Cc1ccc(C(F)(F)F)cc1)C(=O)c1ccccc1S2 | -0.7 | 27.0 | 4.4 | nt | 1.9% | nt | -0.1 | -7.5 | 17.7
CCCC(=O)N(Cc1cc2ccccc2[nH]c1=O)c1ccccc1OC | 2.6 | 23.9 | -0.3 | -19.6 | 0.4% | 13.0 | 0.8 | 2.6 | 13.0
O=C(NCCN1CCOCC1)c1noc2c1CCc1ccccc1-2 | 0.5 | 0.6 | -1.2 | 4.6 | 0.4% | 15.3 | 0.5 | -1.9 | 14.2
CCOc1cc(S(=O)(=O)NCC2OCCc3ccccc32)c(OCC)cc1-n1cnnn1 (stereo not drawn) | 1.2 | 9.7 | -0.7 | 2.9 | 1.7% | 1.7 | -0.4 | 5.3 | 1.1
CC(=O)c1ccc(Nc2nc3ccccc3nc2-n2nc(C)cc2C)cc1 | 2.9 | -10.8 | 0.8 | -20.7 | -1.0% | nt | 1.3 | 0.5 | 8.5
Cc1ccc(C2=Nc3ccccc3N=C(c3ccc(F)cc3)C2)c(O)c1 | 0.3 | 2.9 | 2.8 | nt | ? | nt | 0.7 | 28.3 | 9.8
COCCNC(=O)c1ccc(C)c(NC(=O)C2=C(C)OCCS2)c1 | 0.6 | 13.6 | -0.3 | -8.7 | -0.4% | -14.7 | 0.4 | 7.4 | -3.7
O=C(CC(c1ccc(F)cc1)c1ccco1)N1CCCC1 (stereo not drawn) | -0.4 | -3.8 | -2.3 | -2.7 | -0.6% | -3.8 | 0.8 | 7.7 | -2.9
CCOC(=O)c1cnc2ccc(OCC)cc2c1NCc1ccccc1OC | 3.8 | -5.3 | -1.1 | -35.1 | -1.5% | -18.1 | -1.2 | -0.1 | 3.1
Cc1cccc(N2C(=O)SC(SC(=Nc3ccccc3)Nc3ccccc3)C2=O)c1 (stereo not drawn) | 0.3 | -7.3 | -4.0 | -3.4 | -0.1% | 2.4 | 0.1 | -7.3 | -22.0
COC(=O)c1ccc(-c2ccc([C@H]3[C@H]4C=CC[C@@H](C)[C@@H]4C(=O)N3Cc3ccccc3)c(F)c2)cc1 | 4.0 | 9.3 | 1.3 | nt | 1.3% | 22.0 | 0.0 | -5.2 | 44.3
CCC(C)(C(=O)NC1CCCCC1)N(Cc1ccco1)C(=O)c1cnccn1 (stereo not drawn) | 4.8 | 13.3 | 1.2 | -6.4 | 1.3% | -9.6 | 1.7 | -4.1 | 0.2
COC(=O)c1cc(NC(=O)Cn2nc(-c3ccccc3)c3c(c2=O)CCCC3)cc(C(=O)OC)c1 | 3.4 | -13.5 | -1.0 | nt | -1.6% | nt | -0.5 | 28.2 | 0.0
Next section.
SMILES | D1 ag | D2 potentiator | D1 PAM | RXFP1 antag | RXFP1 agonist | D2 antag | D2 agonist | TRHR enhancer | D1 antagonist
O=[N+]([O-])c1ccc(Cl)cc1Sc1cccc2cccnc12 | 2.1 | 16.7 | 19.2 | 2.9 | -0.4% | -20.3 | -0.9 | 1.6 | -4.5
CS(=O)(=O)n1nc(-c2cccnc2)nc1NCc1ccccc1 | -1.0 | 3.4 | -3.6 | -1.1 | -0.3% | 4.8 | 0.9 | 0.7 | 0.6
CCc1ccc(-c2nc(CN3CCC(C(=O)NCCc4ccc(OC)c(OC)c4)CC3)c(C)o2)cc1 | 30.2* | 3.4 | -6.2 | -17.0 | 0.8% | 5.0 | 0.7 | -3.2 | -24.6
O=CNCc1nc2ccccc2n1CCCc1ccccc1 | 23.4 | 7.4 | -2.6 | 2.2 | -0.5% | 6.5 | -0.2 | -1.6 | 10.2
COC(=O)c1sc(-c2ccc(Cl)cc2)cc1NC(=O)/C=C/C(=O)O | 13.2 | 4.2 | 3.6 | -11.9 | 4.1% | -0.7 | -0.2 | 5.6 | -2.9
CC(=O)Nc1ccc(NS(=O)(=O)c2cc([N+](=O)[O-])ccc2C)cc1 | 3.1 | 0.8 | 0.3 | -3.7 | 2.1% | 11.6 | 0.9 | 10.4 | -4.0
CCOc1ccc(S(=O)(=O)N(C)CC(=O)NCc2ccccn2)cc1 | -0.4 | nt | -1.0 | -1.3 | -0.2% | 13.7 | 1.5 | -0.1 | 11.4
O=C(CNC(=O)c1ccccc1F)N/N=C/c1cccnc1 | 1.3 | -7.8 | -0.4 | 0.2 | -3.2% | 0.3 | 0.2 | -4.9 | 6.7
CCOC(=O)c1cc2c(=O)n3ccccc3nc2n(Cc2ccco2)c1=NC(=O)c1cccc(OC)c1 | 7.2 | 3.6 | -1.6 | -6.3 | ? | 1.9 | 7.8 | -1.9 | -24.6
CCC1CN(C(=O)N2CCC(C(=O)NCc3cccs3)CC2)c2cc(C)ccc2O1 (stereo not drawn) | -0.8 | nt | 0.1 | -25.0 | 0.5% | nt | 0.7 | -7.4 | 9.5
CCOC(=O)C(C#N)c1ccccn1 (stereo not drawn) | 1.9 | nt | 6.6 | 2.1 | 0.5% | nt | nt | -0.4 | 2.6
COC(=O)c1sccc1NC(=O)c1cc(-c2cccc(C)c2)nc2ccccc12 | 1.2 | 1.6 | -4.8 | -16.6 | 5.3% | -20.1 | -0.1 | -4.4 | 0.8
COc1cccc(-c2onc3ccc(C(=O)/C=C/N(C)C)cc23)c1 | 2.4 | -2.0 | -7.6 | -11.0 | 3.0% | 12.8 | -0.5 | 1.2 | 7.1
Clc1ccc(-c2cc3ncc4c(n3n2)-c2ccccc2OC4)cc1 | -1.4 | -2.5 | 0.8 | nt | -2.9% | nt | -0.4 | 3.8 | -5.4
CCN(CC)CC(O)COc1ccc2c(c1)OCO2 (stereo not drawn) | 0.9 | 10.8 | -6.1 | 2.9 | 1.8% | -4.8 | 0.2 | 8.4 | -7.8
COc1ccc(NC(=O)c2ccc(COc3ccccc3Br)o2)cc1OC | 1.1 | 11.5 | -8.0 | -5.8 | 1.6% | -11.4 | 0.2 | 15.8 | -36.6*
COc1ccc(OC)c(CCNC(=O)c2sc3nc4n(c(=O)c3c2C)CCC4)c1 | 0.8 | 13.3 | 5.9 | 14.1 | 3.7% | nt | nt | 7.3 | 2.7
Cc1c(S(=O)(=O)NC(C)c2ccccc2)c(=O)n(C)c(=O)n1C (stereo not drawn) | 2.3 | 2.5 | 4.5 | 4.3 | -3.4% | -8.7 | 0.4 | 6.0 | 10.6
N#Cc1ccc(C(=O)N(Cc2ccco2)c2c(N)n(Cc3ccccc3)c(=O)[nH]c2=O)cc1 | -0.2 | -6.8 | -0.5 | 2.5 | 0.7% | 7.4 | 0.3 | -4.0 | -1.3

Among those listed so far, these contain two or more sulfur atoms:
SMILES | D1 ag | D2 potentiator | D1 PAM | RXFP1 antag | RXFP1 agonist | D2 antag | D2 agonist | TRHR enhancer | D1 antagonist
CN(C)c1ccc(NC(=O)c2sc(SCC(=O)Nc3nccs3)nc2N)cc1 | -0.2 | 0.2 | -5.0 | -7.8 | -1.5% | 6.0 | -0.9 | -8.6 | -24.9
S=c1[nH]nc(Nc2cccc3ccccc23)s1 | 1.7 | 7.1 | 3.1 | -25.0 | 6.8% | -3.9 | 0.2 | -2.1 | -32.6*
Cc1cccc(N2C(=O)SC(SC(=Nc3ccccc3)Nc3ccccc3)C2=O)c1 (stereo not drawn) | 0.3 | -7.3 | -4.0 | -3.4 | -0.1% | 2.4 | 0.1 | -7.3 | -22.0

Structures above that contain an aryl thioether with sulfur outside any ring:
SMILES | D1 ag | D2 potentiator | D1 PAM | RXFP1 antag | RXFP1 agonist | D2 antag | D2 agonist | TRHR enhancer | D1 antagonist
CN(C)c1ccc(NC(=O)c2sc(SCC(=O)Nc3nccs3)nc2N)cc1 | -0.2 | 0.2 | -5.0 | -7.8 | -1.5% | 6.0 | -0.9 | -8.6 | -24.9
O=[N+]([O-])c1ccc(Cl)cc1Sc1cccc2cccnc12 | 2.1 | 16.7 | 19.2 | 2.9 | -0.4% | -20.3 | -0.9 | 1.6 | -4.5
